From PubChem BioAssay
RECQ1 helicase: qHTS Assay for Inhibitors of RecQ-Like Dna Helicase 1 (RECQ1) | ATP-dependent DNA helicase Q1 (Homo sapiens), P46063 | Potency, µM (top dose mostly 57.3 µM), for inactives: at the highest dose activity, negative = inhibition, usual class: inhibitors | RECQ1 DNA unwinding, red fluorescence kinetic read | 240,000 compounds, 0.54% hits;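 also: plate controls were vehicle for no effect and no enzyme for full effect; nearly all actives have a fitted effect of over 30% in size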
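RECQ1T1 50 nM; forked duplex (20 bp + 30-nt ss tails) 200 nM, ATP 2 mM final; pH 8.0, 2 mM MgCl2, 2.5 ug/ml poly(dI-dC); 15 min compound preincubation; discontinuous kinetic read over 2 h at RT.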
TRb-SRC2 inh: qHTS for Inhibitors of the Interaction of Thyroid Hormone Receptor and Steroid Receptor Coregulator 2; 280,000 compounds, 0.065% hits; AID 1469, 2008; Potency, µM (highest dose often 106 µM), inactives show top-dose activity change, negative = inhibition, most hits filed as inhibitors; Thyroid hormone receptor beta (Homo sapiens), P10828; TRbeta-SRC2 peptide binding, fluorescence polarization; receptor liganded with 1 µM T3;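 also: plate controls were bound peptide for no effect and peptide without receptor for full effect; nearly all actives have a fitted effect of over 50% in size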
Target sequence (P10828 whole entry, looked up): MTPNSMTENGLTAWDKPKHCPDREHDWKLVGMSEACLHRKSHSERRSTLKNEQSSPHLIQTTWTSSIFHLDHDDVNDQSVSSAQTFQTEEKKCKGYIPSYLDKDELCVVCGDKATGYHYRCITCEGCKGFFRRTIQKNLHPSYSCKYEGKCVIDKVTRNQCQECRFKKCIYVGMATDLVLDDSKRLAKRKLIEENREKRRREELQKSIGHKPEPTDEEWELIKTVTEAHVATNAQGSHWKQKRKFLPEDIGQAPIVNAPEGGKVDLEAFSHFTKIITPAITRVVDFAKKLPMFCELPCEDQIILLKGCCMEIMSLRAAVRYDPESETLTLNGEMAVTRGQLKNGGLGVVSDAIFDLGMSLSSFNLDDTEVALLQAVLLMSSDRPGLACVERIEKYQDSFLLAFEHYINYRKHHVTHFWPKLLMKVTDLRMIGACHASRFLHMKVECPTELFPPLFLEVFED
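Fluorescence polarization of 20 nM Texas Red SRC2 peptide with 0.6 uM human TRb ligand-binding domain, in Tris buffer with 1uM T3 and 5% DMSO. Incubated 5 hr ambient; normalized to unbound and bound controls.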
TexasRed fluor: Total Fluorescence Counterscreen for Inhibitors of the Interaction of Thyroid Hormone Receptor and Steroid Receptor Coregulator 2; TRb/SRC2 Texas Red total fluorescence interference; Potency, µM (series often up to 106 µM), for the others: at the top dose fluorescence change, negative = quenching; 280,000 compounds, 0.29% hits; AID 1479, 2009; active = well fitted curve in either direction with a large enough effect; inconclusive = small, poorly fitted or top-dose-only effect
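Flags fluorescent or light-absorbing compounds by total fluorescence, S + 2P, at 555 nm excitation and 632 nm emission. Mixture: 20 nM Texas Red SRC2 peptide, 0.6 uM human TRb LBD, 1 uM T3, 5% DMSO; compound exposure 5 h at ambient temperature.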
L3MBTL1 block: qHTS Assay for the Inhibitors of L3MBTL1. Potency, µM (titrated, usually from 57.1 µM), inactives show at the highest dose activity, negative = inhibition, usual class: inhibitors. Lethal(3)malignant brain tumor-like protein 1 (Homo sapiens), Q9Y468. 230,000 compounds, 0.66% hits. AlphaScreen L3MBTL1–H3K9me1 peptide binding; also: nearly all actives have a fitted effect of over 60% in size
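First, the protein-peptide complex forms for 30 min at room temperature (L3MBTL1 50 nM, biotinylated H3K9me1 peptide 75 nM). Next, compounds are pin-transferred and incubated 30 min. Finally, AlphaScreen beads are added and read after 30 min.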
Tau ThT inhib: qHTS for Inhibitors of Tau Fibril Formation, Thioflavin T Binding | recombinant tau K18 P301L (four-repeat tau fragment), heparin-induced fibrillization, ThT fluorescence | Potency, µM (series often up to 57.4 µM), for the others: top-dose activity, negative = inhibition, hits mostly inhibitors | 270,000 compounds, 2.1% hits | AID 1460, 2008 | Microtubule-associated protein tau (Homo sapiens), P10636; also: nearly all actives have a fitted effect of over 55% in size
Target sequence (P10636 561-689 P618L limits assumed): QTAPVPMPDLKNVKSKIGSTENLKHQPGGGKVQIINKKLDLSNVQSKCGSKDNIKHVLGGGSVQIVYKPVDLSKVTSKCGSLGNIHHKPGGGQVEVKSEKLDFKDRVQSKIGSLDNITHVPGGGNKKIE
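In this qHTS, human K18 P301L tau is incubated with compound and heparin for 6 hr at 37 C, and Thioflavin T fluorescence then reports fibril load.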
RGS12 GoLoco inh: qHTS Assay for Inhibitors of RGS12 GoLoco Motif Activity (Red Fluorophore); Potency, µM (top dose mostly 61.6 µM), inactives show at the highest dose activity, negative = inhibition, most hits filed as inhibitors; AID 880, 2007; 230,000 compounds, 0.44% hits; Gai1:RGS12 GoLoco peptide FP, rhodamine, 10 min; active = well fitted inhibition curve with a large enough effect, not every such curve was filed as active; inactive = no such curve, though single readings can be large or run the other way; also: nearly all actives have a fitted effect of over 30% in size; many of its hits are not listed in these tables
Target sequence (P63096 whole entry, looked up): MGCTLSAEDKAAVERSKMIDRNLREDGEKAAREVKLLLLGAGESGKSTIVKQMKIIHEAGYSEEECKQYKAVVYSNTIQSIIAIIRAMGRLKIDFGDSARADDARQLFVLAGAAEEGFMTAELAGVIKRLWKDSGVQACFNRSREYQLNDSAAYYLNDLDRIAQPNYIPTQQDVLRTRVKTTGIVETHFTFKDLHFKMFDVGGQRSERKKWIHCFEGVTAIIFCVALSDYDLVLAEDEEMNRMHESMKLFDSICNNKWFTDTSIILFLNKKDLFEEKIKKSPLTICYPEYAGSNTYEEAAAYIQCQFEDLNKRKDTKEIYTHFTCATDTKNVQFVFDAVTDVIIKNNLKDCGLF
Tau FP inhib: qHTS for Inhibitors of Tau Fibril Formation, Fluorescence Polarization; Microtubule-associated protein tau (Homo sapiens), P10636; K18 P301L tau heparin fibrillization, Alexa594 FP, 6 h; Potency, µM (titrated, usually from 57.7 µM), without a hit: at the top dose activity, negative = inhibition, actives largely listed as inhibitors; 280,000 compounds, 0.39% hits; AID 1468, 2008; also: nearly all actives have a fitted effect of over 55% in size
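Human K18 P301L fragment (15 uM unlabeled plus 0.24 uM Alexa 594-labeled) in 100 mM sodium acetate pH 7 with compound, aggregation induced by 20 uM heparin for 6 hr at 37 C. ThT (30 uM) added for 1 hr, then Alexa 594 FP read.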
JMJD2E inh: qHTS Assay for Inhibitors of Human Jumonji Domain Containing 2E (JMJD2E); Potency, µM (doses to about 57.1 µM), for inactives: at the top dose activity change, negative = inhibition, actives largely listed as inhibitors; AID 2147, 2009; Lysine-specific demethylase 4E (Homo sapiens), B2RXH2; JMJD2E catalytic domain, FDH-coupled NADH fluorescence (FDH is formaldehyde dehydrogenase); 230,000 compounds, 1.6% hits; active = well fitted inhibition curve with a large enough effect, not every such curve was filed as active; inconclusive = small, poorly fitted or top-dose-only effect, or another doubt; inactive = no such curve, though single readings can be large or run the other way;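 also: 0% = wells with enzyme and -100% = buffer wells without enzyme; nearly all actives have a fitted effect of over 50% in size; many of its hits are not listed in these tables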
* marks the source's active call; other numbers are inactive results; i = inactive; ? = inconclusive; . = not tested or not shown; & = joins results of further samples; [ ] = another dose, or the depositor's remark. Unless noted, calls follow the shape of the dose curve; as a rule, active = well fitted curve in the direction sought with a large enough effect; inconclusive = small, poorly fitted or top-dose-only effect, or another doubt; inactive = no such curve, though single readings can be large; an effect the other way counts as inactive or inconclusive. Unless noted, % is scaled to controls: 0 for no effect and ±100 for the full control effect; potency is read from the fitted curve at half-maximal effect.

SMILES	RECQ1 helicase	TRb-SRC2 inh	TexasRed fluor	L3MBTL1 block	Tau ThT inhib	RGS12 GoLoco inh	Tau FP inhib	JMJD2E inh
COc1cccc(CN2C(=O)Nc3ccccc3C(=O)N2C(C)(C)C)c1	i	0.2%	-3.8%	.	-4.5%	-12.9%	-8.3%	1.4%
CC(C)(CO)NC(=O)Nc1ccc(Cl)c(Cl)c1	i	-10.1%	-0.6%	4.4%	0.5%	-5.1%	-5.4%	-4.3%
O=C(COC(=O)c1ccccc1SCC(=O)NC1CCS(=O)(=O)C1)NC1CCS(=O)(=O)C1 (centres undefined)	i	-12.6%	-2.5%	2.0%	6.5%	22.9%	-8.9%	-4.4%
CC1=C(C(=O)Nc2ccc(Cl)cc2)C(c2ccco2)NC(=O)N1 (centres undefined)	5.6%	-9.3%	-4.7%	.	-1.0%	-13.8%	-5.3%	-1.9%
Cc1cccc(-c2nc(CN3CCCC(C(=O)NC4CCC(C)CC4)C3)c(C)o2)c1 (centres undefined)	i	-1.5%	-2.5%	10.5%	-6.2%	0.8%	-8.1%	-4.2%
O=C(Cn1c(CN2CCCCC2)nc2ccccc2c1=O)Nc1ccccc1	-0.5%	-9.9%	-2.1%	.	-6.6%	7.3%	6.0%	3.6%
CCOc1ccc2[nH]cc(C(=O)N3CCN(CC)CC3)c(=O)c2c1	i	-1.2%	-6.4%	2.7%	1.0%	-10.6%	1.8%	?
Cn1nnnc1SCC(=O)Nc1cc(C(=O)O)cc(C(=O)O)c1	-9.4%	0.8%	-8.8%	.	-14.7%	6.2%	-3.2%	-9.0%
COc1ccc(-c2noc(CSc3nnc(-c4ccccc4)n3C)n2)cc1	i	4.6%&2.8%	2.0%&2.7%	.	?	7.2%	-3.5%&-4.1%	2.7%
COc1ccc(Cl)cc1Nc1ncnc2sc(C)c(S(=O)(=O)N3CCC(C)CC3)c12	-0.2%	6.3%	-1.0%	9.9%	-8.7%	6.3%	-12.9%	?
COc1ccccc1NC(=O)c1ccc(NS(C)(=O)=O)cc1	-1.6%	1.0%	-6.1%	4.1%[11.4 µM]	-5.1%	7.1%	6.0%	-25.5%
Cc1cc(C)c(C#N)c(Nc2ccccc2)n1	-4.8%	3.3%	-3.6%	1.3%	-2.1%	4.5%	-0.4%	3.5%
CC(=O)N1CCN(C(=O)CSc2nc3c(cnn3-c3ccccc3)c(=O)[nH]2)CC1	-1.4%	12.5%	2.2%	-4.0%	-10.1%	-0.9%	-3.7%	4.4%
Cc1ccccc1NC(=O)Cn1c(C)nc2ccc(N)cc2c1=O	-7.7%	3.2%	-1.9%	.	-7.8%	5.0%	9.5%	?
O=C(NC1(C(F)(F)F)NC(=O)N(Cc2cccnc2)C1=O)c1ccncc1 (centres undefined)	-2.1%	1.6%	-3.9%	.	-3.1%	5.3%	0.5%	0.5%
COc1cc2oc(=O)cc(-c3cccc(-c4cccc(C)c4)c3)c2c(OC)c1OC	-4.1%[81.1 µM]	9.4%	-1.2%	7.9%	-16.5%[81.4 µM]	11.8%	-1.9%[81.3 µM]	.
CCCN(CC1CC1)C(=O)COC(=O)c1[nH]c(C)c(C(=O)OCC)c1C	-1.6%	14.1%	0.8%	.	?	22.6%	2.9%	10.2%
CCNC(=O)C1CC(=O)N(c2ccc(OCC)cc2)C1 (centres undefined)	i	-7.5%	-3.5%	5.2%	-7.9%	6.8%	-14.1%	1.9%
CN(C)C(CNc1ncnc2sc3c(c12)CCCC3)c1ccco1 (centres undefined)	i	0.8%	-4.6%	.	-14.3%	13.5%	-0.1%	-28.4%
CCC(C)N1C(=O)S/C(=C/c2ccc(N3CCOCC3)cc2C)C1=O (centres undefined)	-10.6%	2.7%	-1.6%	5.8%	?	2.8%	?	9.1%
O=C1c2ccccc2C(=O)N1Cc1nc2ccccc2o1	-6.2%	-0.7%	-0.3%	4.5%	-13.9%	15.5%	-1.3%	-1.3%
CC1(C)CC(=O)C(N=Nc2ccc(S(=O)(=O)N3CCOCC3)cc2)=C(O)C1	i	-10.5%	-6.7%	18.3%	-15.5%	3.7%	-1.1%	?
COc1ccc(C2C(=O)N(C3CCCCC3)CC(=O)N2CCc2ccc(C)cc2)cc1OC (centres undefined)	.	-2.2%	-2.1%	.	-8.6%	.	-1.4%	.
CCn1c2ccccc2c2cc(NC(=O)c3cccc(OC)c3OC)ccc21	-11.9%	-6.7%	0.3%	6.6%	?	10.5%	?	?
C[C@]12C[C@H](O)CC(CO)(CO)C1[C@H](O)C[C@@]13CC4[C@@H](CC12)[C@@]4(C)C3 (some centres undefined)	11.5%	-5.7%	-0.6%	.	-1.6%	3.8%	0.0%	6.8%
COc1cccc(NC(=O)Cc2ccc(C)cc2)c1	i	-1.2%	-2.9%	.	-3.2%	7.1%	13.0%	-1.8%
CS(=O)(=O)c1ccc2nc(N)sc2c1	-0.1%	-1.1%	-4.2%	-4.9%	-12.3%	4.2%	-6.6%	-5.0%
CC1(C)Cc2nc3nc(SCC(=O)Nc4ccccc4)nc(N)c3cc2CO1	i	-5.1%	-2.9%	-4.7%[11.4 µM]	-0.9%	35.0%[activator]	-15.7%	?
COCn1ccnc1C(O)(c1ccc(OC)cc1)c1ccc(OC)cc1	7.9%	-2.8%	-3.6%	-3.2%	3.8%	6.7%	-4.7%	11.5%
CC1=C(C#N)C(/C=N/OCc2ccc(F)cc2Cl)CC(=O)N1 (centres undefined)	-5.6%	-4.2%	-2.0%	10.4%	0.1%	26.1%	-8.7%	?
COc1ccc(N2CCN(C(=S)Nc3cccc(C)c3C)CC2)cc1	-1.6%	-2.2%	-4.8%	-3.4%	-6.8%	7.7%	-8.2%	0.6%
CC(C)NC(=S)Nc1c(N)[nH]c(=O)[nH]c1=O	3.1%	-2.1%	0.3%	3.6%	-1.0%	0.2%	1.7%	4.7%
Cc1ccc(NC(=S)N(Cc2cccs2)Cc2cc3cc(C)cc(C)c3[nH]c2=O)cc1	-1.0%	-0.4%	-31.1%	-0.8%	-2.2%	1.6%	-11.4%	-25.4%
CCOCCCNC(=O)c1cc(Sc2nnc(C)s2)nc2ccccc12	-1.6%	1.0%	-2.0%	0.6%	1.7%	5.0%	-4.1%	?
COc1ccccc1-n1c(SCC(=O)Nc2ccccc2C)nc(O)cc1=O	10µM*	0.4%	2.6%	-1.1%	-11.5%	29.2%	-3.8%	2.7%
COc1cccc(-n2nc(C(=O)N3CCN(Cc4ccccc4)CC3)c3ccccc3c2=O)c1	8.3%	-6.8%	-1.2%	.	-6.9%	-8.2%	6.8%	4.5%
COc1ccc(N2CCN(c3oc(Cc4cccc5ccccc45)nc3C#N)CC2)cc1	i	2.3%	-7.5%	?	-10.3%	-19.0%	17.0%	?
Cc1cc(C)nc(Sc2ccc([N+](=O)[O-])cc2[N+](=O)[O-])n1	-15.5%	-5.9%	-3.9%	-0.9%	?	-3.1%	-7.0%	-4.7%
CCOc1ccc(Nc2nc(Cc3nnc(SCC(=O)O)o3)cs2)cc1	?	2.8%	-16.3%	?	?	3.2%	-0.3%	?
COc1cccc(CN(c2ccc3c(c2)CCC3)S(=O)(=O)c2ccc(-n3cnnn3)c(OC)c2)c1	-9.6%	3.4%	-0.4%	-4.6%	0.9%	7.7%	2.5%	-27.4%

4 records drawn at random from those above, as already listed:
SMILES	RECQ1 helicase	TRb-SRC2 inh	TexasRed fluor	L3MBTL1 block	Tau ThT inhib	RGS12 GoLoco inh	Tau FP inhib	JMJD2E inh
COc1cccc(-n2nc(C(=O)N3CCN(Cc4ccccc4)CC3)c3ccccc3c2=O)c1	8.3%	-6.8%	-1.2%	.	-6.9%	-8.2%	6.8%	4.5%
Cc1cc(C)nc(Sc2ccc([N+](=O)[O-])cc2[N+](=O)[O-])n1	-15.5%	-5.9%	-3.9%	-0.9%	?	-3.1%	-7.0%	-4.7%
CC(C)NC(=S)Nc1c(N)[nH]c(=O)[nH]c1=O	3.1%	-2.1%	0.3%	3.6%	-1.0%	0.2%	1.7%	4.7%
Cc1ccc(NC(=S)N(Cc2cccs2)Cc2cc3cc(C)cc(C)c3[nH]c2=O)cc1	-1.0%	-0.4%	-31.1%	-0.8%	-2.2%	1.6%	-11.4%	-25.4%

The list goes on.
SMILES	RECQ1 helicase	TRb-SRC2 inh	TexasRed fluor	L3MBTL1 block	Tau ThT inhib	RGS12 GoLoco inh	Tau FP inhib	JMJD2E inh
C=CCn1c(C(C)NC(=O)CCC)nc2ccccc21 (centres undefined)	-6.4%	3.8%	-0.6%	?	9.5%	2.3%	3.9%	0.5%
Cc1ccc(-n2c3c(cc(C(=O)O)c2=O)C(=O)CC(C)(C)C3)cc1	4.2%	2.4%	-3.8%	4.2%[11.4 µM]	-2.6%	-6.5%	8.4%	-23.6%
O=C(c1cnn(-c2ccc(F)cc2)c1-n1cccc1)N1CCN(c2ccc(Cl)cc2)CC1	.	0.0%	-0.9%	.	-16.8%	.	12.9%	.
Cc1ccc(C(=O)c2cccc(N)c2)cc1C	-14.3%	6.2%	-1.4%	-10.3%	-3.6%	2.0%	12.3%	-3.4%
Nc1nc(-c2ccccc2)cc(N2CCCCC2)n1	6.6%	-2.5%	1.7%	4.1%	-7.6%	3.8%	2.1%	-0.9%
O=C(Nc1ccc(C2=NCCN2)cc1)c1ccc(C(=O)Nc2ccc(C3=NCCN3)cc2)c([N+](=O)[O-])c1	8.7%	-5.7%	-1.4%	?	4.47µM*	63.8%[activator]	-5.2%	-6.6%

These rows are one share of the data; count on the stated rates, not on these rows.
